# Screens (PubChem)
# TRPV1 ag: HTS Assay for Compounds that Act as Agonists of the Vanilloid Receptor 1 | Transient receptor potential cation channel subfamily V member 1 (Homo sapiens), Q8NER1 | TRPV1-expressing cells, Fluo-8 calcium influx, agonist mode | activation, % at 8.33 µM | 320,000 tested, 0.19% active | AID 540275, 2011; in the data active = activation above about 80%; inconclusive = between about 30% and that limit; note: 0% is about no effect
#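 Fluo-8 calcium influx in TRPV1-expressing cells, kinetic read (ex 480/em 520 nm). Compound added and read 3 min for agonist activity, followed by capsaicin at EC20 final and 2 min further read for enhancement.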
# B2AR arrestin: qHTS assay of beta-arrestin-biased ligands of beta2-adrenergic receptor. Beta-2 adrenergic receptor (Homo sapiens), P07550. beta-arrestin recruitment to beta2AR, cell-based reporter. Potency, µM (doses to about 46.1 µM), for the others: at the highest dose activation, most hits filed as activators. 330,000 tested, 0.02% active;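 note: potency is the fitted concentration of half-maximal effect; 0% = DMSO controls and full agonism = EC100 isoproterenol or metaproterenol; nearly all actives have a fitted effect of over 65% in size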
# Target sequence (P07550 whole entry, looked up): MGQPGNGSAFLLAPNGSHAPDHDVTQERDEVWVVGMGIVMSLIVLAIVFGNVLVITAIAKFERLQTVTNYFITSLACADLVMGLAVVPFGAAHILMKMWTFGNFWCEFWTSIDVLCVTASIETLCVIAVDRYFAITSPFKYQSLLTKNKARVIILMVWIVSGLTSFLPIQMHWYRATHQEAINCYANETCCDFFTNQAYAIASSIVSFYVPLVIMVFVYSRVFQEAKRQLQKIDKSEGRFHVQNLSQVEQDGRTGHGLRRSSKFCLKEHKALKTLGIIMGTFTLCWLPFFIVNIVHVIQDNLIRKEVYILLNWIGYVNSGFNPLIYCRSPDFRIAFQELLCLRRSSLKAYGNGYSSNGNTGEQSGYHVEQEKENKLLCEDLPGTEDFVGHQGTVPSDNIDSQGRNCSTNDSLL
# TCR activator: Activators of T cell receptors: qHTS campaign; 330,000 tested, under 10 active; Potency, µM (top dose mostly 9.22 µM), for the others: at the top dose activation of IL-2 secretion, hits mostly activators; primary human leukocytes, anti-CD3, IL-2 HTRF, 48 h; note: % of control where 0% means no effect
#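 Human primary leukocytes + a-CD3 beads + cpd, 48 hr; IL-2 in supernatant by HTRF (ex 320nm / em 665nm). No co-stimulatory signal supplied.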
# MLL CXXC-DNA inh: qHTS Fluorescence Polarization Assay for Inhibitors of MLL CXXC domain - DNA interaction; Histone-lysine N-methyltransferase 2A (Homo sapiens), Q03164; AID 2662, 2010; Potency, µM (titrated, usually from 115 µM), without a hit: at the highest dose activity change, negative = inhibition, hits mostly inhibitors; MLL-CXXC / FITC-HOXA9 DNA fluorescence polarization; 290,000 tested, 0.037% active; active = well fitted inhibition curve with a large enough effect in the polarisation, with a control signal flat, not every such curve was filed as active; inconclusive = small, poorly fitted or top-dose-only effect, or effect the other way, or a change in a side signal; inactive = no such curve, though single readings can be large or run the other way; the % refers to the polarisation; note: potency is the fitted concentration of half-maximal effect
#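 Fluorescence polarization: 7 uM MLL-CXXC (stock) preincubated 5 min with compounds, then 50 nM fluorescein-HOX-A9 DNA (stock) added; 30 min ambient. Buffer 50 mM Tris-HCl pH 7.5, 50 mM NaCl, 1 mM DTT, 0.05% BSA.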
# ELG1 repair inh: qHTS screen for small molecules that inhibit ELG1-dependent DNA repair in human embryonic kidney (HEK293T) cells expressing luciferase-tagged ELG1 | HEK293T ELG1-luciferase reporter, luminescence, 16 h; DNA damage induced by 5-fluorouridine | Potency, µM (doses to about 46.1 µM), for the others: at the top dose activity change, negative = inhibition, hits mostly inhibitors | 330,000 tested, 2.3% active; note: potency is the fitted concentration of half-maximal effect; % is set by controls: 0 for no effect and ±100 for the full control effect; nearly all actives have a fitted effect of over 55% in size
#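 Luminescence from the luciferase reporter, measured 30 min after ONE-Glo reagent at room temperature, was the read-out. Beforehand, 2,000 cells per well were exposed for 16 hr at 37 °C to 5-fluorouridine together with compound or vehicle.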
# BRCA1 expr act: qHTS Assay to Identify Small Molecule Activators of BRCA1 Expression. 380,000 tested, 1.1% active. Potency, µM (series often up to 46.1 µM), for the others: top-dose activation, most hits filed as activators. MCF7-BRCA1-FFLuc reporter, luminescence, 48 h; response scale: scaled: vehicle 0%, 10 µM genistein 100%; note: potency is the fitted concentration of half-maximal effect; nearly all actives have a fitted effect of over 80% in size; some results filed as inactive show a strong effect at the top dose
#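 MCF7-BRCA1-FFLuc cells, 2000/well in phenol-red-free MEM, attached 2 h then treated 48 h at 37 C. Luciferase luminescence read 15 min after reagent; normalized to genistein maximum activation (10microM) and DMSO, concentration-response fitted.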
# AT treatment: qHTS Assay for Identifying a Potential Treatment of Ataxia-Telangiectasia | […] A-T fibroblasts, KAP-1 phosphorylation AlphaLISA; neocarzinostatin DNA damage 30 min before lysis | Potency, µM (highest dose often 57.5 µM), without a hit: at the highest dose activation, usual class: activators | 320,000 tested, 0.19% active | AID 485349, 2010; note: potency is the fitted concentration of half-maximal effect; % of control where 0% means no effect; nearly all actives have a fitted effect of over 45% in size
#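 hTERT-immortalized A-T patient fibroblasts ([…]), 500 cells/well in OPTI-MEM, 1% FBS, got compounds for 60 min, then NCS for 30 min at 37C. Lysates were then assayed for phospho-KAP-1 by AlphaLISA (anti-pKAP1 donor, anti-KAP1 acceptor beads), 6 hr at 25C.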
# a7 integrin act: qHTS for Activators of Integrin-Mediated Alleviation for Muscular Dystrophy; alpha7betagal myoblasts, beta-gal FDG fluorescence, 48 h; Potency, µM (series often up to 38.3 µM), inactives show at the highest dose activation, most hits filed as activators; 350,000 tested, 0.064% active;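 note: potency is the fitted concentration of half-maximal effect; 100% = response of the positive control SU9516; nearly all actives have a fitted effect of over 60% in size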
#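 alpha7betagal+/- myoblasts (passage 13, 250/well) treated 48 h at 37C with compounds at 1:260 dilution of DMSO stock. Lysed, then beta-galactosidase activity read as FDG fluorescence (ex 480/em 540) after 30 min, with pre-read for autofluorescence.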
# p53 reactivation: qHTS assay for re-activators of p53 using a Luc reporter; AID 504706, 2011; 320,000 tested, 0.063% active; H1299 p53-A138V BP100-luciferase reporter, luminescence, 24 h; Potency, µM (doses to about 92.2 µM), without a hit: at the top dose activity change, positive = activation, hits mostly activators; note: potency is the fitted concentration of half-maximal effect; % of control where 0% means no effect; nearly all actives have a fitted effect of over 45% in size
#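 p53-null H1299 cells stably carrying temperature-sensitive p53-A138V and a BP100-luciferase reporter were pinned with compounds (4-point, 1:5 series) and held 24 hrs at 37 deg C. Luminescence was read 10 min after detection reagent.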
# TSG101-PTAP inh: qHTS Assay for Iinhibitors of HIV-1 Budding by Blocking the Interaction of PTAP/TSG101; 340,000 tested, under 10 active; Potency, µM (series often up to 115 µM), without a hit: at the highest dose activity change, negative = inhibition, usual class: inhibitors; Fluorescence polarization, FITC-PTAP peptide / Tsg101 binding; Tumor susceptibility gene 101 protein (Homo sapiens), Q99816; active = well fitted inhibition curve with a large enough effect in the main read-out, with a control signal flat, not every such curve was filed as active; inconclusive = small, poorly fitted or top-dose-only effect, or effect the other way, or a change in a side signal; inactive = no such curve, though single readings can be large or run the other way; note: potency is the fitted concentration of half-maximal effect; % of control where 0% means no effect
# Target sequence (Q99816 whole entry, looked up): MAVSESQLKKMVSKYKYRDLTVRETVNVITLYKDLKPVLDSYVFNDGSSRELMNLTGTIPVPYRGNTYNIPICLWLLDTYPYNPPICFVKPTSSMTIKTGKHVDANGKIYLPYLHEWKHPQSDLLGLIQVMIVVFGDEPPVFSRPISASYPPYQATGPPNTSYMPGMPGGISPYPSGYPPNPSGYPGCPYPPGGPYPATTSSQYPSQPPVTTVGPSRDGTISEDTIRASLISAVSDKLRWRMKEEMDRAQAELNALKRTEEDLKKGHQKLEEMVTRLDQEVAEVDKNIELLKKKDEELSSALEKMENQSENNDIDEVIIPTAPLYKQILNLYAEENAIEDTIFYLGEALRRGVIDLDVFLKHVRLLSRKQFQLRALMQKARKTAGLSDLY
#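 FP read-out: FITC-PTAP peptide, 50 nM final, binding Tsg101 binding domain, 10 uM final; 20 min, r.t.; 10 mM HEPES pH 7.5, 0.15 M NaCl, 0.01% Tween 20, 3 mM EDTA, 0.1 mM TCEP.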
# Starred values were filed as active, the others as inactive; ? = inconclusive; . = no result given; [ ] = dose if it differs, or a comment. Unless noted, calls come from the whole dose curve; as a rule, active = well fitted curve in the direction sought with a large enough effect; inconclusive = small, poorly fitted or top-dose-only effect, or another doubt; inactive = no such curve, though single readings can be large; an effect the other way counts as inactive or inconclusive.
SMILES,TRPV1 ag,B2AR arrestin,TCR activator,MLL CXXC-DNA inh,ELG1 repair inh,BRCA1 expr act,AT treatment,a7 integrin act,p53 reactivation,TSG101-PTAP inh
O=C(O)Cn1c(=O)c(-c2ccccc2)nc2ccccc21,-1,-0.7%,2%,-4%,17%,-32%,2%,-20%,23%,-2%
Cc1ccc2cn[nH]c2c1[N+](=O)[O-],-3,-1.1%,8%,7%,13%,-6%,1%,-7%,-3%,0%
CN1CC=C2C(C#N)=C(N)C(C#N)(C#N)C(c3cccc(Cl)c3Cl)C2C1 (stereo not given),1,-0.4%,-7%,?,-13%,-30%,11%,-20%,?,-18%
COc1ccc(CNC(=O)C[C@H]2C[C@H](C(=O)N3CCOCC3)[C@@]3(C)c4[nH]c5ccc(Cl)cc5c4CCN3C2=O)cc1OC,.,-1.0%,-4%[46.1 µM],.,-16%,-3%,5%,0%,-4%,-1%
CN(C(=O)COC(=O)/C=C/c1ccccc1[N+](=O)[O-])c1ccccc1,1,0.1%,-4%,-1%,-11%,4%,-13%,-21%,1%,-2%
COc1ccc2c(c1)c1nc3ccccc3nc1n2CC(=O)OC(C)C,9,4.1%,-4%,-13%,?,0%,6%,-21%[7.66 µM],0%,-7%
C/C(=N\Nc1ncc(Cl)cc1Cl)c1ccc(S(=O)(=O)NCc2ccco2)cc1,3,-0.2%,2%[46.1 µM],32%[activator],?,55%,0%,-7%,?,0%
Cc1ccc(C)c(N2CCN(C(=O)CN(C)S(=O)(=O)c3ccc4c(c3)CCC(=O)N4)CC2)c1,.,0.2%,3%,4%,23µM*,-8%,0%,6%,-1%,1%
O=C(NCc1ccccc1)c1ccc(Cl)cc1[N+](=O)[O-],.,-0.5%,-1%,-4%,9%,13%,0%,23%,1%,-7%
CC(C)CC(=O)NC(=S)Nc1ccc(CN2CCOCC2)cc1,-5,0.1%,-1%,7%,-14%,41%,-1%,-32%,1%,-8%
Cc1ccc(/C=N/NC(=O)CN2CCN(Cc3ccccc3)CC2)o1,0,-0.2%,1%,-5%,-13%,16%,1%,-5%,-4%,1%
COC(=O)C1(Cc2cc(-c3ccc(Cl)cc3)no2)CCN(C(=O)OC(C)(C)C)CC1,23,-1.2%,4%,3%,-26%,-3%,16%,-8%,.,-4%
Cc1nnc(NC(=O)C2CCCN2C(=O)Nc2ccccc2)s1 (stereo not given),1,0.2%,1%,-8%,?,-22%,6%,2%,0%,-5%
CN1C(=O)N(C)C2CC1N(C)C(=O)N2C,3,-0.5%,.,7%,18%,2%,6%,-1%,-1%,.
NC(=O)N1CC(O)CC1C(=O)Nc1ccc(Cl)c(Cl)c1 (stereo not given),1,0.4%,4%,-4%,-3%,4%,10%,3%,-2%,-3%
O=C(COc1ccc(-n2ccnc2)cc1)Nc1cccc(F)c1,6,0.4%,-2%,-4%,?,1%,-6%,-10%,3%,-2%
CSc1nc(-c2ccccc2)nc2c1COC(C)(C)C2,24,-0.1%,6%,-2%,-3%,-20%,16%,-2%,6%,-3%
CCCNC(=O)CN1C(=O)COc2ccc(S(=O)(=O)N3CC(C)CC(C)C3)cc21 (stereo not given),1,-0.1%,-2%,1%,3%,-6%,-3%,-23%,6%,-6%
COC(=O)c1ccc(NC(=O)CSc2nnc(Cc3cccn3C)n2-c2ccc(F)cc2)cc1,-2,0.3%,-2%[46.1 µM],-3%,?,1%,2%,-20%,-4%,-14%
Cc1nn(C)cc1CNC(=O)Nc1ccc(Cl)c(Cl)c1,?,-0.7%,-4%,27%,?,57%,-4%,-20%,16%,-4%
Cn1cc(P(=O)(N2CCOCC2)N2CCOCC2)cc1P(=S)(N1CCOCC1)N1CCOCC1,-1,-0.3%,-1%,3%,1%,-9%,0%,0%,3%,2%
CCCNC(=O)CN(c1cccc(F)c1)S(C)(=O)=O,1,0.0%,-1%[46.1 µM],9%,-10%,26%,-2%,0%,-1%,1%
Cc1nn(-c2ccc(F)cc2)c(Cl)c1/C=N/NC(=O)c1cccs1,-6,0.0%,2%[46.1 µM],13%,?,?,1%,-7%,?,1%
Cc1ccc(C(=O)NNC(=O)c2ccccc2OCc2c(C)noc2C)cc1,?,-0.7%,1%,.,-4%,-7%,-1%,10%,3%,-1%
COc1cc(C(=O)C(=O)c2ccc(O)c(OC)c2)ccc1O,-2,0.3%,-9%,3%,?,18%,0%,-6%,17%,-3%
# Going on with the list:
SMILES,TRPV1 ag,B2AR arrestin,TCR activator,MLL CXXC-DNA inh,ELG1 repair inh,BRCA1 expr act,AT treatment,a7 integrin act,p53 reactivation,TSG101-PTAP inh
CCSc1nnc(NC(=O)CCNS(=O)(=O)c2cc(Br)cnc2N)s1,0,-0.3%,.,-4%,-18%,-23%,-8%,-19%,8%,-12%
Cc1ccc(-n2ncc3ccccc3c2=O)cc1Cl,8,0.2%,5%,-2%,?,?,8%,17%,6%,-2%
Cc1cc(=O)n(C)c(=O)n1CCCCCCOc1cccc([N+](=O)[O-])c1,-15,0.0%,5%,-9%,?,-36%,.,-2%,-9%,0%
Cc1noc(NS(=O)(=O)c2ccc(NC(=O)c3cccc(S(=O)(=O)Nc4ccccc4F)c3)cc2)c1C,.,5.7%,-3%,.,11%,-8%,-11%,-7%,-1%,-5%
O=C(OCc1ccccc1)N(CCCCN(CCCNCc1ccccc1)C(=O)OCc1ccccc1)CCCNCc1ccccc1,.,.,-9%,.,.,-87%,.,-59%[inhibitor],.,-1%
CC1=C(C(=O)OC(C)C)C(c2ccccn2)n2ncnc2N1 (stereo not given),1,0.0%,3%,2%,-4%,-5%,-10%,-10%,2%,0%
CC(C(=O)NCc1ccco1)n1ccc2cc(S(=O)(=O)N3CCCCC3)ccc21 (stereo not given),0,0.0%,-4%,67%[activator],-3%,1%,7%,0%,3%,-2%
COC(=O)c1c(C)oc(C)c1S(=O)(=O)NCc1ccco1,-2,0.4%,-5%,3%,9%,10%,3%,-4%,0%,-2%
Cc1ccc(C)c(CN2C(=O)COc3ccc(C(=O)c4ccccc4C(=O)O)cc32)c1,6,0.2%,-7%,2%,?,-6%,1%,18%,-1%,-7%
Cc1cc(Cl)ccc1NC(=O)CN1C(=O)C(=O)N(C2CCCC2)C1=O,3,-0.1%,-2%,.,6%,-12%,-1%,-11%,4%,-3%
CCOc1cc(N2CCOCC2)c(OCC)cc1NC(=O)CN1CCC(Cc2ccccc2)CC1,0,0.3%,2%[46.1 µM],1%,?,-37%,-3%,34%,1%,-7%
N#Cc1cnn(-c2nc3sc4c(c3c(=O)[nH]2)CCCC4)c1N,-1,-0.2%,-4%,-28%,?,6%,3%,3%,6%,2%
Cc1nnc2ccc(-c3cccc(NS(=O)(=O)c4ccccc4Cl)c3)nn12,1,-0.4%,1%,.,18%,-85%[inhibitor],10%,1%,-4%,-2%
CN1C(=O)c2cccc(NCCCN3C(=O)c4ccccc4C3=O)c2C1=O,4,0.1%,.,?,8%,-1%,5%,27%,-2%,?
O=C(NC1CC1)C1=C[C@@H](c2coc3ccccc3c2=O)C[C@@H](OCCCCO)O1,2,-0.4%,-1%,-2%,?,-40%,-19%,33%,-1%,0%
C/C(=N\NC(=O)c1nnn(-c2nonc2N)c1CN(C)c1ccccc1)c1cccc(O)c1,0,0.0%,-4%,-26%,-8%,-6%,1%,14%,5%,-1%
OCC[C@H]1C[C@@H](O)[C@H](O)[C@]2(Cc3ccccc3CO2)O1,4,0.1%,6%,.,-1%,6%,17%,8%,2%,-2%
Cc1cc(C)n2nc(C(=O)N/N=C/c3ccccc3C)nc2n1,-3,-0.7%,11%,14%,?,-10%,49%,-13%,2%,-1%
Cc1c(N2C(=O)c3ccc(Br)cc3C2=O)c(=O)n(-c2ccccc2)n1C,0,-2.8%,3%,-1%,10%,5%,-15%,17%,1%,-6%
O=C(Nc1nncs1)c1ccc(N2C(=O)C3C4C=CC(C4)C3C2=O)cc1 (stereo not given),0,0.0%,2%,0%,4%,7%,3%,-13%,?,-1%
